Screening results (PubChem)
m5-HT2A agonist: mouse Htr2a agonists via beta-arrestin recruitment, primary screen, cell-based, luminescence | CHO-K1 mHTR2A beta-arrestin complementation; percent of 30 µM serotonin response | activation, % at 7.6 µM | 5-hydroxytryptamine receptor 2A (Mus musculus), P35363 | AID 624169, 2012 | hit rate 0.66% among 360,000;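 active means activation above a run cutoff, the mean activation of all tested compounds plus 3 SD, cut at about 14% in these data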;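 further: 0% = plate median of compound wells and 100% = 30 µM serotonin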
CaV13 ICDI inh: Disruptors of the CACNA1D IQ motif to Ca2+-dependent inactivation inhibitor domain association, primary screening, Förster resonance energy transfer in intact living …; HEK cells, CFP/YFP FRET ICDI-IQ, plate reader, 10 min; percent FRET-ratio fall versus neutral wells; inhibition, % at 12.3 µM; hit rate 0.098% among 340,000; AID 743397;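 active means mean replicate inhibition of at least 30% and at least 1% of replicates passing that level; inconclusive means only one of the two criteria is met; inactive means neither criterion is met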;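 further: 0% = median of the neutral control wells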
PDI inh: inhibitors of human PDI, primary screen, biochemical, turbidity, single point, plate reader; Protein disulfide-isomerase (Homo sapiens), P07237; PDI insulin aggregation turbidity, A650, 90 min; inhibition, % at 10 µM; hit rate 0.052% among 350,000; AID 588391, 2011;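 active means mean inhibition across replicates of 30% or more, whatever share of single replicates reach that level; inconclusive means mean inhibition below 30% while every single replicate reaches 30%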;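 further: absorbance from insulin aggregation driven by PDI reduction with DTT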
Granule exo inh: LAMP-1 surface exposure blockers, TALL-104 cells – cell-based, flow cytometry, MLPCN library, primary screen; TALL-104 LAMP-1 surface exposure; cells stimulated with thapsigargin and PMA; inhibition, % at 10 µM; hit rate 0.66% among 360,000;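 active means inhibition above about 55%, limit read from the data; inconclusive means no clear call, values can overlap the other calls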
ABCB6 inh MLPCN: ABCB6 transporter inhibitors, primary screen, K562-ABCB6 cells, flow cytometry, MLPCN library | ATP-binding cassette sub-family B member 6 (Homo sapiens), Q9NP58 | K562-ABCB6 porphyrin accumulation, 1 h; stronger effect = lower value | fluorescence ratio to DMSO, % at 10 µM | hit rate 0.19% among 360,000;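 active means fluorescence ratio to DMSO below 75%, the collection mean minus 3 SD; inconclusive means too few cells collected in the well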;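 further: signal is porphyrin accumulated inside mitochondria; 100% equals median channel fluorescence of DMSO control wells; lower ratio means ABCB6 inhibition with less porphyrin fluorescence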
Target sequence (Q9NP58 whole entry, looked up): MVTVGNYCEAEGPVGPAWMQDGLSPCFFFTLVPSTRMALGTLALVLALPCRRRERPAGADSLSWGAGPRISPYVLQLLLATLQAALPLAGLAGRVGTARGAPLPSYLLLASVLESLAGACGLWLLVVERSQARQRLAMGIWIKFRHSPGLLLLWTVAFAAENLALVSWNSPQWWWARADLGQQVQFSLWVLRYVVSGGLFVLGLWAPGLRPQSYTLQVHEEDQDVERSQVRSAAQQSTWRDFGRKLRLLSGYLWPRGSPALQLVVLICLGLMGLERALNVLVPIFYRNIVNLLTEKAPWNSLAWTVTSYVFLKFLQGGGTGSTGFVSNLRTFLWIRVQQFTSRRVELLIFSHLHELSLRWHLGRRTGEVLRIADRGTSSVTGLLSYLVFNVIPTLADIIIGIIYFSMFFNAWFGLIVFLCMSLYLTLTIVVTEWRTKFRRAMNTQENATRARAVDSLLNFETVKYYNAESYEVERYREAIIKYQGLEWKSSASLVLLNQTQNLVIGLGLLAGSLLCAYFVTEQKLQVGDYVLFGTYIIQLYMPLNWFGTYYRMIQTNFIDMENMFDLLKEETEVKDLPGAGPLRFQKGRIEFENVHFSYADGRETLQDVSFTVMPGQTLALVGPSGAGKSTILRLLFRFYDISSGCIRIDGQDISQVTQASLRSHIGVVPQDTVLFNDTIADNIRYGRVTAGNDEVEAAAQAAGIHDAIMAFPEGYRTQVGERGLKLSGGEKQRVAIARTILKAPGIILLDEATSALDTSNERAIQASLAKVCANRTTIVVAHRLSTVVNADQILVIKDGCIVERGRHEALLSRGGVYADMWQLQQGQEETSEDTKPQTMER
N-glyco inh: increase of ERlucT glycosylation luciferase signal, primary screen, N-linked glycosylation inhibitor project, D54 ERlucT cells, luminescence, set 2. D54 ERlucT glycosylation luciferase reporter, 24 h; percent of 100 nM tunicamycin response. reporter increase, % at 12.5 µM. hit rate 0.23% among 360,000. AID 588692, 2011;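 active means mean luciferase reporter signal, scaled so untreated is 0 and the glycosylation-blocking control 100, at or above a set limit in every replicate; inconclusive means mean reaches the limit but not every replicate does; inactive means mean below the limit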;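 further: luciferase carries N-glycosylation sites so blocking glycosylation raises the light; 0% = median of neutral control wells and 100% = median of 100 nM tunicamycin wells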
hiPSC survival: enhancers of single-cell hiPSC survival, primary screen, ATPlite luminescence. 100% = ROCK inhibitor wells, 0% = DMSO. survival enhancement, % at 20 µM. hit rate 0.044% among 360,000. AID 602274, 2012; in the data active means survival enhancement above about 18%;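 further: cells exposed to compounds for 16 hours before the ATP read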
H9c2 protect: cardioprotection against H2O2-induced cell death, primary screen, uHTS, H9c2 cells, ATPLite luminescence | H9c2 cardiomyocytes, H2O2 injury protection, 2 h | protection from H2O2 cell death, % at 20 µM | hit rate 0.63% among 360,000;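 active means compounds giving at least 50% protection of heart cells from peroxide-induced death in the single-dose screen, raw or plate-pattern-corrected value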;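 further: 0% = DMSO wells with peroxide and 100% = DMSO wells without peroxide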
Vif imaging: HIV Vif self-association inhibitors, primary screen, imaging, HEK293T, single point | HEK293T cells, Vif self-association by quenched fluorescence, 24 h | inhibition, % at 7.49 µM | hit rate 0.35% among 340,000 | AID 602346, 2012; in the data active means inhibition above about 50%, passing the limit was not always enough; inconclusive means no clear call, values can overlap the other calls; inactive means below about 31%; further: some results filed as inactive read as strong as hits
aDG glyco up: activators of alpha-DG glycosylation, primary screen, uHTS, Pro5-aDG cells, AlphaScreen; alpha-DG glycosylation AlphaScreen (IIH6); 0% Pro5, 100% B10-LARGE cell signal; activation, % at 10 µM; hit rate 0.22% among 360,000;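 active means activation of at least 8% versus controls, or a plate z-score of at least 8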;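 further: Pro5 are CHO cells carrying HIG-tagged alpha-DG that lacks glycosylation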
* = called active by the depositor; ? = inconclusive; . = not tested or not shown.

nr	SMILES	m5-HT2A agonist	CaV13 ICDI inh	PDI inh	Granule exo inh	ABCB6 inh MLPCN	N-glyco inh	hiPSC survival	H9c2 protect	Vif imaging	aDG glyco up
1	O=C(COc1ccccc1Cl)NCCCNC(=O)c1ccncc1	-3	-3	9	1	97	2	-0.1	-3	-17	0.0
2	CCNc1nc(Cl)nc(N(NC(C)=O)C(C)C)n1	4	-5	5	0	98	1	-0.5	4	5	-0.1
3	CC(NC(=O)CCCc1nnc2n(C)c(=O)c3sccc3n12)c1ccccc1 (centres undefined)	1	-7	7	-2	105	6	-0.6	11	13	-0.1
4	COC(=O)CCC(=O)Nc1c(C)n(C)n(-c2ccccc2)c1=O	-4	-4	-5	-2	108	0	0.5	-8	1	-0.1
5	COc1cccc(C(=O)NC(=S)N2CCN(c3ccc(C(F)(F)F)cc3[N+](=O)[O-])CC2)c1	-1	.	11	-4	93	2	-0.3	7	-7	1.0
6	N#Cc1cnc(NN)nc1	-4	.	-1	-2	98	1	-1.1	6	7	0.0
7	COc1ccc(NC(=O)C2CC3CCC2C3)c(OC)c1 (centres undefined)	-1	-5	10	-1	100	-3	-0.8	-1	-2	-0.1
8	CCOc1ccccc1-n1cnc(C#N)c1N	-2	5	0	4	96	1	-1.3	6	0	-0.2
9	O=[N+]([O-])c1cccc(C(=Nc2cccc(Cl)c2)NO)c1	-2	-5	3	-4	104	0	-0.6	-1	-6	0.8
10	COc1ccc(C(=O)N[C@H](C(=O)Nc2nc3ccccc3[nH]2)C(C)C)cc1	-2	-5	0	-1	94	4	-1.0	-21	-4	0.9
11	O=C(O)/C=C/c1cnc2ccccc2n1	1	-3	-1	3	107	-1	-0.6	-2	-7	0.0
12	CCOC(=O)C1(Cc2ccccc2C(F)(F)F)CCN(C2CCC2)CC1	-4	-5	-9	0	98	-1	-2.7	8	2	-0.4
13	Nc1ccccc1Sc1nc2ccccc2[nH]1	-2	-20	7	61*	105	2	1.1	-1	-10	0.2
14	O=C1Cc2ccccc2C(c2ccc(Br)cc2)N1 (centres undefined)	-4	.	-1	-1	95	4	2.5	-6	-9	0.2
15	O=C(/C=C/c1ccc2c(c1)OCO2)c1ccc[nH]1	3	-5	-4	-3	102	-9	-1.7	-12	.	-0.1
16	Cc1ccc(OCC(=O)NCCNC(=O)c2cnccn2)cc1C	9	-3	1	5	99	1	-0.5	-1	-43	-0.2
17	CN1CCC(=O)N([C@H](CN=[N+]=[N-])Cc2ccccc2)CC1	2	-4	-1	-4	103	-1	-2.3	5	1	0.1
18	CCN1C(=O)[C@H]2[C@H]3CN=C(SCC(=O)c4ccccc4)N3[C@@](C)(C(=O)OC)[C@H]2C1=O	2	-5	5	0	98	9	2.5	6	-3	-0.4
19	CCC(=O)Nc1cccc(-c2csc(-c3ccccc3)n2)c1	4	-14	-4	-2	97	-1	-0.2	0	0	0.0
20	Clc1ccc2ncc(-c3nnnn3-c3ccccc3)c(-c3ccccc3)c2c1	2	-5	11	23	99	3	1.1	-15	7	0.3
21	Cc1noc(C)c1S(=O)(=O)N(C)C[C@H]1OCCCC[C@@H](C)Oc2ccc(NS(=O)(=O)c3cn(C)cn3)cc2C(=O)N([C@H](C)CO)C[C@@H]1C	1	-8	0	2	104	0	-0.5	6	.	0.3
22	CNc1ccccc1C(=O)OCC(=O)N1CCc2ccccc2C1	4	-4	-2	-7	159	0	-1.0	2	?	-0.1
23	COc1cccc(OC)c1C(=O)NCCOc1cc(C)cc(C)c1	-3	-18	-1	2	95	0	0.2	4	-3	-0.1
24	CCc1sc(C(=O)Nc2ccsc2C(=O)OC)cc1Br	9	-8	-5	-2	95	0	-2.0	-12	-6	0.0
25	Cc1cc(C(=O)Cn2cnc3cc([N+](=O)[O-])ccc3c2=O)c(C)n1CC1CCCO1 (centres undefined)	-1	-2	4	0	90	0	0.4	3	-2	0.1
26	O=C(CSC1=NS(=O)(=O)c2cc(F)ccc2N1)Nc1cccc(F)c1	8	-7	5	-4	105	1	1.0	0	-4	-0.1
27	COc1ccccc1CNC(=O)Cn1cc([N+](=O)[O-])ccc1=O	-3	-4	3	-5	100	0	-0.3	-1	.	0.2
28	CC(CCc1ccccc1)NC(=O)c1ccc(NC(=O)c2cccc(Br)c2)cc1 (centres undefined)	-3	-2	-11	-3	107	-4	-1.8	0	5	0.8
29	CNC(=S)NNC(=O)c1ccccc1Cl	14	-19	-21	0	91	0	1.4	-1	0	-0.1
30	COc1cc(C(C[N+](=O)[O-])c2c(C)[nH]c3ccccc23)cc(OC)c1OC (centres undefined)	-6	-4	0	0	74*	5	-0.8	4	-4	0.1
31	Cc1ccc(Nc2ncc3c(n2)CC(C)CC3=O)c(C)c1 (centres undefined)	10	-15	12	-6	97	-9	-0.4	-1	-4	0.1
32	CC(CCC(=O)O)C1CC[C@H]2C3CCC4CC(=O)CCC4(C)[C@H]3CC(=O)C12C (some centres undefined)	1	-2	15	-2	103	5	0.6	-3	-13	0.1
33	COc1ccc(C2=Cc3ccccc3C(CC(=O)C3CC3)N2c2ccc(-c3cc(OC)c(OC)c(OC)c3)cc2)cc1 (centres undefined)	4	-9	.	1	100	.	-0.3	.	.	0.2
34	CC(=O)Nc1ccc(NC(=O)C(=O)c2cn(CC(=O)N3CCCCC3)c3ccccc23)cc1	-4	-6	1	-2	98	-1	0.2	14	6	0.0
35	O=C(COC(=O)c1cccnc1)c1ccc(Cl)cc1	-4	-7	-5	1	96	-1	-1.0	-1	-6	-0.2
36	COc1ccccc1OCc1cc(C(=O)NCCN2CCCC(O)C2)no1 (centres undefined)	0	-5	4	2	94	0	1.0	5	26	-0.2
37	CC(Oc1ccc(Cl)cc1)C(=O)Nc1cccc(S(=O)(=O)N2CCCC2)c1 (centres undefined)	-6	-15	6	9	102	-1	2.3	11	6	-0.1
38	CCOc1ccc(Nc2ccc3nonc3c2[N+](=O)[O-])cc1	2	-3	-3	4	95	-2	-0.5	13	.	0.2
39	CCCCCCCCN1[C@@H](CC(=O)O)c2cc(F)ccc2S1(=O)=O	-2	-10	2	7	97	2	-2.4	1	-7	0.0
40	O=C(O)c1cccc(N2CCCCS2(=O)=O)c1	5	.	-7	-2	101	2	-2.4	9	-16	1.3

For convenience, part of the list above.
nr	SMILES	m5-HT2A agonist	CaV13 ICDI inh	PDI inh	Granule exo inh	ABCB6 inh MLPCN	N-glyco inh	hiPSC survival	H9c2 protect	Vif imaging	aDG glyco up
36	COc1ccccc1OCc1cc(C(=O)NCCN2CCCC(O)C2)no1 (centres undefined)	0	-5	4	2	94	0	1.0	5	26	-0.2
37	CC(Oc1ccc(Cl)cc1)C(=O)Nc1cccc(S(=O)(=O)N2CCCC2)c1 (centres undefined)	-6	-15	6	9	102	-1	2.3	11	6	-0.1
38	CCOc1ccc(Nc2ccc3nonc3c2[N+](=O)[O-])cc1	2	-3	-3	4	95	-2	-0.5	13	.	0.2
39	CCCCCCCCN1[C@@H](CC(=O)O)c2cc(F)ccc2S1(=O)=O	-2	-10	2	7	97	2	-2.4	1	-7	0.0
40	O=C(O)c1cccc(N2CCCCS2(=O)=O)c1	5	.	-7	-2	101	2	-2.4	9	-16	1.3

The list goes on:
nr	SMILES	m5-HT2A agonist	CaV13 ICDI inh	PDI inh	Granule exo inh	ABCB6 inh MLPCN	N-glyco inh	hiPSC survival	H9c2 protect	Vif imaging	aDG glyco up
41	CCOC(=O)C1(CCSC)NC(c2ccco2)C2C(=O)N(C)C(=O)C21 (centres undefined)	0	-4	-8	0	85	0	-1.4	4	0	-0.1
42	NC1=NC(=Nc2ccc(Cl)cc2)c2ccccc21	6	-3	-1	-4	94	0	-0.7	3	0	-0.1
43	Cc1ccc(/C=C/c2ccc3cccc(O)c3n2)s1	-10	-7	12	12	105	1	-0.1	12	-6	-0.2
44	C/C(=N\OCC(=O)Nc1ccccc1C(C)(C)C)c1ccc2c(c1)OCCO2	-1	-3	-3	4	101	-3	2.6	-8	12	0.2
45	CN(C)S(=O)(=O)c1ccc(C(=O)N2CCN=C2SCc2cccnc2)cc1	-3	-4	6	2	94	0	-0.9	-5	.	-0.1
46	Cc1ccc(OCCCC(=O)N2CCOCC2)c(C)c1	0	.	2	-2	93	1	0.4	3	-4	0.1
47	COCCN(Cc1cc2ccc(C)c(C)c2nc1Cl)C(=O)N1CCOCC1	2	1	20	1	95	1	-0.5	15	-4	0.3
48	CCO[C@@H]1OC(C(=O)NCc2nc3ccccc3[nH]2)=C[C@H](C2CCCCC2)[C@H]1CCCO	-4	-11	0	8	100	0	-2.4	-12	5	0.1
49	COc1cc(C(=O)Nc2nnc(SC)s2)c([N+](=O)[O-])cc1OC	3	-5	-8	-2	94	2	-0.2	6	1	0.1
50	Cc1ccc(CNc2nc3ccccc3s2)s1	-7	.	7	-3	102	-16	-3.0	-28	-2	2.7
51	CS(=O)(=O)Nc1ccc(C(=O)NC2CC3CCC2C3)cc1 (centres undefined)	3	-8	1	-1	98	-1	1.2	0	7	-0.3
52	CCCN(CC(=O)Nc1ccccc1OC)C(C)C(=O)NC(C)CCc1ccccc1 (centres undefined)	-5	-4	4	70*	102	-2	-0.4	0	-11	0.1
53	CCN(CC)S(=O)(=O)c1ccc(-c2nnc(SCC(=O)Nc3ccc(OC)cc3)o2)cc1	2	-3	-4	3	105	-2	-3.2	-5	9	0.2
54	COCC(C)NCc1cccc2ccccc12 (centres undefined)	2	1	16	-2	94	-1	0.6	10	-20	0.1
55	Cc1ccc(S(=O)(=O)N2CCOCC2)cc1C(=O)OCC(=O)NC1CCS(=O)(=O)C1 (centres undefined)	3	-4	14	-2	100	0	0.9	2	?	0.1
56	COC(=O)CSc1nc(NC(C)(C)C)nc(N(C)C)n1	0	-3	-1	-2	97	2	1.7	-7	6	-0.1
57	O=C(COC(=O)Cc1ccc(S(=O)(=O)N2CCOCC2)s1)NCc1ccc(Cl)cc1	-1	-5	1	-2	100	2	1.3	10	-12	0.2

With a hit mark in Granule exo inh, of those listed so far:
entry	compound	m5-HT2A agonist	CaV13 ICDI inh	PDI inh	Granule exo inh	ABCB6 inh MLPCN	N-glyco inh	Vif imaging	aDG glyco up
13	Nc1ccccc1Sc1nc2ccccc2[nH]1	-2	-20	7	61*	105	2	-10	0.2
52	CCCN(CC(=O)Nc1ccccc1OC)C(C)C(=O)NC(C)CCc1ccccc1 (centres undefined)	-5	-4	4	70*	102	-2	-11	0.1
